High-throughput results deposited in PubChem BioAssay by Broad Institute.
INS-1E GSIS act: GLuc luminescence reporter in INS-1E cells, primary screen for activators of glucose-dependent secretion of insulin. INS-1E GLuc reporter insulin secretion, 2-3 h. activation, % at 16.6 µM. 0.61% of 370,000 active. AID 743287, 2014;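 active means lowest replicate activation of at least 40%, so every replicate reaches that level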;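 further: 0% = median of neutral control wells and 100% = median of IBMX positive control wells; some compounds called inactive have numbers as strong as hits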
PglD inh: C. jejuni PglD acetyltransferase inhibitors, primary screen, biochemical, DTNB colorimetric, single point. UDP-N-acetylbacillosamine N-acetyltransferase PglD (Campylobacter jejuni). purified PglD enzyme, DTNB colorimetric CoA detection. inhibition, % at 12.5 µM. 0.098% of 360,000 active. AID 602405, 2012; in the data active means inhibition above about 16%, passing the limit was not always enough; inconclusive means no clear call, values can overlap the other calls; further: strong numbers were not always called active
Statin myotox sup: suppressors of statin myotoxicity in C2C12 myotubes, primary screen, cell-based, single point, plate reader | C2C12 myotubes + simvastatin, ATP luminescence, 48 h; scaled: DMSO 0, geranylgeraniol control 100 | rescue of ATP level, % at 7.49 µM | 0.78% of 330,000 active | AID 602340, 2012;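 active means mean ATP rescue above about 67%, or every replicate alone reaching that limit, limit read from the data, passing the limit was not always enough; inconclusive means no clear call, values can overlap the other calls; inactive means mean under the limit and some replicate under it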;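 further: myotubes were challenged with 10 µM simvastatin during compound exposure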
Cneo AK release: Cryptococcus neoformans cell lysis inducers, primary screen, AK release luminescence, single concentration | C. neoformans lysis, adenylate kinase release luminescence, 4 h; normalised: neutral wells 0, clomiphene wells 100 | lysis activity, % at 15 µM | 0.2% of 360,000 active | AID 651654, 2012;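 active means mean lysis activity across replicates of at least 80%, whatever share of replicates individually reach that level; inactive means mean lysis activity below 80%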
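Assay system: C. neoformans cells. Amount: yeast cell density of 5 × 10^6 cells/mL. Technique: AK luminescence. Buffer or medium: YPD. Times: static 4 h at 37 °C with compound, 1 h detection. Dosing: single-point compound dose. Read-out: lysis from increased AK signal.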
miR-122 sensor: miR-122 Renilla sensor signal increase in Huh7, primary screen, miR-122 inhibitor project, cell-based, single point, plate reader; 0.3% of 340,000 active; activation (reporter increase), % at 12.5 µM; AID 602342, 2012; Huh7 miR-122 Renilla luciferase sensor, 48 h; neutral wells = 0, positive control = 100;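 active means mean replicate activation score at least 90 and every replicate individually at or above 90; inconclusive means only one of the two criteria met; inactive means neither criterion met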;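 further: higher luciferase means less miR-122 activity so hits act as miR-122 inhibitors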
FN deposit inh: inhibitors of fibronectin matrix deposition, primary screen, AH1F cells, Alexa488-fibronectin fluorescence, plate reader; AH1F fibroblasts, overnight; inhibition, % at 12.6 µM; 0.086% of 350,000 active;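 active means mean inhibition across replicates of 30% or more, regardless of how many single replicates reach that level; inconclusive means mean under 30% yet at least half of replicates reach 30%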;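 further: positive control wells lacked labelled fibronectin entirely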
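Test system: AH1F fibroblast monolayer depositing Alexa488-labelled fibronectin into matrix. Input: 10000 cells per well. Technique: fluorescence, ex 485 nm, em 525 nm. Buffer or medium: DMEM plus 2% serum, read in PBS. Timing: 1 h cell adhesion before compound, then overnight fibronectin incubation. Compound: single dose, pinned. Read-out basis: inhibition from reduced deposited-fibronectin fluorescence.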
PGC1a acetyl inh: inhibitors of PGC1a acetylation signal, primary screen, cell-based, U2OS, AlphaScreen, inhibitor mode; 0.17% of 350,000 active; AlphaScreen anti-acetyl-lysine; with virally co-expressed GCN5 acetyltransferase; inhibition, % at 15.6 µM; AID 651687, 2012;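 active means every replicate shows inhibition of at least 40%; inconclusive means mean inhibition at least 40% but some replicate below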;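 further: 0% = neutral control wells and 100% = positive control wells; some results beyond the cut were filed as inactive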
CFTR F508del cor: F508del CFTR correction, initial screen, CFBE line, single point; CFBE cells, YFP halide quenching; stimulated with forskolin plus potentiator P3; % fluorescence drop versus neutral controls; activity (quench increase), % at 7.58 µM; 0.36% of 350,000 active; AID 720511, 2013;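 active means mean added fluorescence quench of at least 8% versus neutral control, with both replicates also reaching 8%; inconclusive means only one of the mean or replicate conditions met; inactive means mean below 8% and not both replicates reaching 8%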;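 further: cells transiently co-express mutant CFTR-F508del with the halide-sensitive YFP; corrector assay measuring rescue of mutant channel to the surface after 24 h compound exposure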
* hit, by the source's call; u = inconclusive; x = no result given; [ ] = dose if it differs, or a comment. Rows are unselected; about 2.1% have a hit in one of these screens.

SMILES | INS-1E GSIS act | PglD inh | Statin myotox sup | Cneo AK release | miR-122 sensor | FN deposit inh | PGC1a acetyl inh | CFTR F508del cor
CCCS(=O)(=O)NC(=O)C1(C)CCCN(C(=O)c2c(-c3ccccc3)noc2C)C1 (stereo not given) | x | 8 | 8 | 3 | x | x | -3 | 1.4
O=C(C[C@H]1C[C@@H]2c3cc(NC(=O)c4cccnc4)ccc3O[C@@H]2[C@H](CO)O1)NC1CCCC1 | 2 | x | x | x | x | 7 | -3 | -0.1
O=C(O)COCC(=O)N1CCc2c([nH]c3ccccc23)C1C(F)(F)F (stereo not given) | -1 | -1 | -3 | 0 | -1 | 2 | 2 | -1.6
Cc1cc(C(=O)NC2CCCCCC2)c2ccccc2n1 | x | 1 | 0 | -1 | x | -2 | 0 | -3.3
COc1ccc2c3c(n(C)c2c1)[C@H](CO)NCC31CCN(C(=O)Nc2ccc3c(c2)OCO3)CC1 | -9 | x | x | x | x | -6 | 0 | 1.5
O=C(Cn1cnc2ccccc21)Nc1ccc(C(=O)O)cc1 | x | -2 | 16 | 0 | 3 | -7 | -1 | x
CC(C)NC(=O)Nc1cccc2c1O[C@@H](CN(C)Cc1ccc(Oc3ccccc3)cc1)[C@H](C)CN([C@H](C)CO)C2=O | 5 | -1 | 26 | 2 | 7[16.7 µM] | x | -8 | 0.8
N#CCOC(=O)[C@H](Cc1ccccc1)N1C(=O)c2ccccc2C1=O | 30 | 2 | -6 | -1 | 12 | 5 | -4 | 2.4
CCn1c(SCC(=O)N2CCN(c3ccccc3)CC2)nc2c([nH]c3ccccc32)c1=O | -1 | 2 | -23 | -5 | -1 | -1 | x | 1.9
Cc1ccc(NC(=O)C2=COCCO2)cc1S(=O)(=O)N1CCOCC1 | -6 | -2 | 3 | -2 | -2 | 1 | -9 | -1.5
Cc1cccc(-n2ncc3c2CCCC3NC(=O)c2ccncc2)c1C (stereo not given) | x | 1 | -22 | 0 | 1 | 1 | 3 | -2.7
O=C(CN1CC[n+]2c(-c3ccccc3)csc21)c1ccc(Br)cc1 | 9 | 2 | x | 0 | 3 | -14 | 2 | 0.6
COc1cccc(/C=N/NC(=O)c2csc(-n3nc(C)cc3C(F)(F)F)n2)c1 | x | 2 | -15 | 1 | 13 | -5 | 6 | x
COCCN1C(=O)c2ccc(C(=O)NCc3ccco3)cc2C1=O | 11 | -1 | -3 | 15 | x | x | x | 1.8
N#Cc1cccc(NC(=O)CSc2nnc(C3CC3)n2C2CC2)c1 | -1 | -5 | 2 | 0 | -7 | -9 | -2 | -0.4
CC(=O)Nc1ccc(NC(=O)C2(C)Cc3c(-c4cccc(C(F)(F)F)c4)ccnc3O2)cc1 (stereo not given) | -24 | 0 | -1 | 1 | -2 | 5 | 9 | -3.1
CC(C)NC(=O)N(C)C[C@@H]1OCCCC[C@@H](C)Oc2ccc(NC(=O)Nc3ccc(C(F)(F)F)cc3)cc2C(=O)N([C@@H](C)CO)C[C@@H]1C | 21 | 1 | x | 46 | -11[16.7 µM] | 0 | 3 | 1.9
COc1ccc(NC(=O)Nc2cccc3c2O[C@H](CN(C)C(=O)Nc2ccc(F)cc2)[C@@H](C)CN([C@@H](C)CO)C3=O)cc1 | 16 | 0 | -7 | -2 | 13[16.7 µM] | 8 | -4 | -2.2
N#C[C@@H]1[C@@H](c2ccc(/C=C/c3ccccc3)cc2)[C@@H](CO)N1C(=O)C1CCCCC1 | 0 | 2 | 17 | -1 | x | 6 | -12 | -1.4
COc1cccc2cc(C(=O)C3=C(O)C(=O)N(CCN4CCOCC4)C3c3ccc(Cl)cc3)oc12 (stereo not given) | -18 | x | 4 | x | x | 3 | x | 1.2
CC(NS(=O)(=O)c1ccc(Cl)cc1)C(=O)OCC(=O)c1ccc[nH]1 (stereo not given) | -56 | -2 | -6 | 1 | 1 | -1 | 3 | -1.2
C[C@@H]1CN([C@H](C)CO)S(=O)(=O)c2ccc(/C=C/c3ccccc3)cc2O[C@@H]1CN(C)C(=O)NC1CCCC1 | 0 | 45 | u | 11 | -7[16.7 µM] | 14 | -13 | -3.1
Cc1nnc(SCCn2c(N3CCCC(C)C3)nc3c2c(=O)n(C)c(=O)n3C)s1 (stereo not given) | x | 0 | -1 | 1 | x | -4 | x | -2.6
COc1cc(CNC2CCCC2)cc(OC)c1OC | -2 | -1 | -15 | 3 | 0 | x | 8 | -3.1
C[C@@H]1CN([C@@H](C)CO)C(=O)c2cc(NS(=O)(=O)c3cccs3)ccc2O[C@@H]1CN(C)Cc1ccncc1 | 11 | -1 | 35 | -7 | -7[16.7 µM] | x | -1 | -0.1
Following part
SMILES | INS-1E GSIS act | PglD inh | Statin myotox sup | Cneo AK release | miR-122 sensor | FN deposit inh | PGC1a acetyl inh | CFTR F508del cor
COc1cc(/C=C/C(=O)O)ccc1OCc1ccccc1C#N | 1 | 4 | x | -2 | x | -1 | x | x
CSCCC(NC(=O)OC(C)(C)C)C(=O)NC(C(=O)NC(CC(C)C)C(N)=O)C(C)C (stereo not given) | -2 | 0 | 9 | -2 | -4 | x | 1 | -2.4
Cc1ccccc1-c1cnc(C(O)c2cc(Cl)cc(Cl)c2)[nH]1 (stereo not given) | -31 | 0 | x | 0 | x | 11 | x | 4.3
Cc1cccc(S(=O)(=O)N2C[C@@H]3[C@H](c4ccccc42)[C@H](CO)N3C(=O)c2ccccc2)c1 | 3 | -2 | -4 | -2 | -25[16.7 µM] | 7 | 2 | 3.3
O=C(C[n+]1cc(-c2ccc(F)cc2)n2c1CCC2)c1cccs1 | x | 0 | 0 | -4 | 1 | -4 | 7 | 1.5
CN1C(=O)c2cc(NC(=O)C3CCCCC3)ccc2OC[C@H]2O[C@H](CC(=O)NCCc3ccncc3)CC[C@H]21 | -3 | -2 | -24 | -4 | -6[16.7 µM] | -2 | 4 | -0.7
O=C(/C=C/c1ccc([N+](=O)[O-])cc1)NCc1ccco1 | 0 | 3 | x | -1 | -8 | -2 | x | x
CC1=NNC(=O)C1CCC(=O)N/N=C/c1c(Cl)cccc1Cl (stereo not given) | 12 | x | x | x | x | -4 | -1 | -1.3
O=C(COc1ccccc1[N+](=O)[O-])N/N=C/C=C/c1ccco1 | x | -2 | 8 | 0 | 25 | 1 | 4 | x
CC(C)(C)c1cc(=O)n2c(nc3ccccc32)[nH]1 | x | 2 | -53 | 1 | -8 | x | -5 | x
CCCN(C(=O)c1cn(C)c(=O)c2ccccc12)c1ccccc1C | -8 | -1 | 14 | -1 | -7 | 2 | 0 | 3.4
COCC#Cc1cnc2c(c1)C(=O)N([C@H](C)CO)C[C@H](C)[C@H](CN(C)C(=O)c1ccc(F)cc1)O2 | 2 | -1 | 10 | 3 | -4[16.7 µM] | 0 | 9 | 2.0
Cc1ccccc1NC(=O)CN1CCC(C(=O)c2ccc3c(c2)OCCO3)CC1 | 11 | 2 | 11 | -2 | -4 | 3 | -4 | -1.6
COc1ccc(-c2nc3ccccc3c(=O)n2O)cc1 | 4 | -9 | -10 | -1 | 11 | 6 | 2 | 0.6
CC(C)c1ccccc1-n1c(SCC(=O)c2ccc3c(c2)NC(=O)CO3)nc2ccccc2c1=O | x | 6 | -12 | 0 | 2 | 9 | -19 | -2.0
C[C@@H]1CN([C@H](C)CO)C(=O)Cc2cc(NC(=O)Nc3ccc(F)cc3)ccc2O[C@H]1CN(C)Cc1ccncc1 | -3 | 6 | 12 | 0 | -1[16.7 µM] | x | 7 | 0.4
C[C@@H]1CCCCO[C@H](CN(C)S(=O)(=O)c2cn(C)cn2)[C@H](C)CN([C@@H](C)CO)C(=O)c2cc(NC(=O)CCC(F)(F)F)ccc2O1 | 14 | -2 | 48 | -1 | 0[16.7 µM] | x | x | -2.5
C/C(=N\NC(=O)c1ccc(-c2ccccc2)cc1)c1ccco1 | -1 | -2 | 5 | 2 | 4 | 0 | -1 | 2.2
O=C(NCc1ccccc1)N1CCC(n2cnc3cc(F)ccc32)CC1 | x | -6 | 37 | -3 | -2 | 5 | -138 | x
CC(C)CC#Cc1ccc2c(c1)O[C@@H](CN(C)Cc1cncnc1)[C@@H](C)CN([C@@H](C)CO)S2(=O)=O | -21 | -1 | 16 | -8 | 3[16.7 µM] | x | -19 | -0.1
CCN(CC(=O)NCc1cccs1)C(=O)c1ccc(N(C)S(=O)(=O)c2ccc(C)cc2)cc1 | -13 | 0 | -2 | 0 | 2 | 7 | -25 | -3.0
COc1ccc(S(=O)(=O)N2CCOCC2)cc1NC(=O)c1ccc(OCC(C)C)c(OC)c1 | 0 | -6 | -5 | 0 | x | -11 | x | 0.9
CN(C)Cc1csc(NC(=O)Nc2cccc(Cl)c2)n1 | -3 | 5 | 1 | 2 | x | 3 | 0 | -1.6
CCOC(=O)c1nn(-c2ccc(F)cc2)c(=O)c2c(N)scc12 | -3 | -8 | -3 | 0 | 5 | -5 | 22 | 1.0
[O-][N+]1=C(c2cccs2)CN(O)C1 | x | 0 | -4 | -1 | 2 | 0 | -12 | x
Next results follow:
SMILES | INS-1E GSIS act | PglD inh | Statin myotox sup | Cneo AK release | miR-122 sensor | FN deposit inh | PGC1a acetyl inh | CFTR F508del cor
COc1cc(C(=O)NCCNc2nc3ccc(C)cc3cc2C#N)cc(OC)c1OC | x | 9 | -4 | -1 | -2 | 3 | 6 | -1.0
COc1cc(OC)cc(C(=O)N[C@H](C(=O)OCn2nnc3ccccc3c2=O)C(C)C)c1 | -5 | -2 | 16 | 0 | 0 | -9 | -3 | 0.1
CC(C)N(Cc1nccn1C)C(=O)C1CCC(=O)N(CCc2ccccc2)C1 (stereo not given) | 6 | -1 | 3 | 0 | -3 | 8 | 6 | -1.3
C[C@@H]1CN([C@H](C)CO)C(=O)Cc2cc(NC(=O)C3CCCCC3)ccc2O[C@@H]1CN(C)S(=O)(=O)c1ccc(F)cc1 | -3 | 3 | 0 | -1 | -7[16.7 µM] | 20 | -3 | -0.3
CCCCC(CC)CNC(=O)c1[nH]c(C)c(C(C)=O)c1C (stereo not given) | -14 | -3 | -4 | -3 | x | -13 | x | 1.5
C[C@@H]1CN([C@@H](C)CO)C(=O)c2cc(-c3ccncc3)cnc2O[C@@H]1CN(C)C(=O)C1CCC1 | 8 | x | 19 | x | -2[16.7 µM] | x | -3 | -5.4

Reformatted tab-delimited: part of the list above
Structure	INS-1E GSIS act	PglD inh	Statin myotox sup	Cneo AK release	miR-122 sensor	FN deposit inh	PGC1a acetyl inh	CFTR F508del cor
COc1cc(C(=O)NCCNc2nc3ccc(C)cc3cc2C#N)cc(OC)c1OC	x	9	-4	-1	-2	3	6	-1.0
COc1cc(OC)cc(C(=O)N[C@H](C(=O)OCn2nnc3ccccc3c2=O)C(C)C)c1	-5	-2	16	0	0	-9	-3	0.1
CC(C)N(Cc1nccn1C)C(=O)C1CCC(=O)N(CCc2ccccc2)C1 (stereo not given)	6	-1	3	0	-3	8	6	-1.3
